ELG1 DNA repair – blocks ELG1-dependent DNA repair in HEK293T cells | HEK293T ELG1-luciferase reporter, luminescence, 16 h; DNA damage induced by 5-fluorouridine | Potency, µM (top dose mostly 46.1 µM), for inactives: at the highest dose activity change, negative = inhibition, usual class: inhibitors | 2.3% of 330,000 active | AID 504467; also: potency is read from the fitted curve at half-maximal effect; % is scaled to controls: 0 for no effect and ±100 for the full control effect; nearly all actives have a fitted effect of over 55% in size
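Step one: seed 2,000 cells per well. Step two: pin-transfer compound or DMSO alongside 5-fluorouridine. Step three: incubate 16 hr, 37 °C, 5% CO2. Step four: add ONE-Glo, wait 30 min, read luminescence.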
AT treatment – potential ataxia-telangiectasia treatments restoring KAP-1 phosphorylation; […] A-T fibroblasts, KAP-1 phosphorylation AlphaLISA; neocarzinostatin DNA damage 30 min before lysis; 0.19% of 320,000 active; Potency, µM (top dose mostly 57.5 µM), for the others: at the top dose activation, actives largely listed as activators; also: potency is read from the fitted curve at half-maximal effect; % of control where 0% means no effect; nearly all actives have a fitted effect of over 45% in size
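ATM-like activity read as KAP-1 phosphorylation via AlphaLISA donor/acceptor antibody pairs after lysis and 6 hr at 25C. Cells were ATM-null patient fibroblasts ([…], hTERT), dosed 60 min, then exposed to the DSB inducer NCS for 30 min.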
BRCA1 expr act – activators of BRCA1 expression | MCF7-BRCA1-FFLuc reporter, luminescence, 48 h; response scale: scaled: vehicle 0%, 10 µM genistein 100% | 1.1% of 380,000 active | Potency, µM (top dose mostly 46.1 µM), for the others: at the top dose activation, actives largely listed as activators; also: potency is read from the fitted curve at half-maximal effect; nearly all actives have a fitted effect of over 80% in size; some results filed as inactive show a strong effect at the top dose
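Activators of BRCA1 expression were detected as increased firefly luciferase luminescence in engineered MCF7 cells after 48 h compound incubation. Signals were scaled to genistein 10 microM as full activation.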
TSG101-PTAP inh – blocks PTAP/TSG101 interaction to inhibit HIV-1 budding; Fluorescence polarization, FITC-PTAP peptide / Tsg101 binding; Potency, µM (doses to about 115 µM), for the others: at the highest dose activity change, negative = inhibition, actives largely listed as inhibitors; 340,000 tested, under 10 active; active = well fitted inhibition curve with a large enough effect in the main read-out, with a control signal flat, not every such curve was filed as active; inconclusive = small, poorly fitted or top-dose-only effect, or effect the other way, or a change in a side signal; inactive = no such curve, though single readings can be large or run the other way; also: potency is read from the fitted curve at half-maximal effect; % of control where 0% means no effect
Target sequence (Q99816 whole entry, looked up): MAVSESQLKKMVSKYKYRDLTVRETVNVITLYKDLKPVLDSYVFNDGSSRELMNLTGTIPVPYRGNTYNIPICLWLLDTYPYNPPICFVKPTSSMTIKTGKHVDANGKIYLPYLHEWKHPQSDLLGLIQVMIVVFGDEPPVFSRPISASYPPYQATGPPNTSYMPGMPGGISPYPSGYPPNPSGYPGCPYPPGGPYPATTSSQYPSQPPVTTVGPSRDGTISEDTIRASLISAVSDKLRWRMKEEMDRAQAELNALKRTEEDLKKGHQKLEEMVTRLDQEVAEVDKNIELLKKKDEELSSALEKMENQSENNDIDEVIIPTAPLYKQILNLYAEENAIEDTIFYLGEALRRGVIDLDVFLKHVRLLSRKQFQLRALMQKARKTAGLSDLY
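Fluorescence polarization binding of Tsg101 binding domain (10 uM final) to FITC-labeled PTAP peptide (50 nM final) in HEPES pH 7.5 buffer with NaCl, Tween 20, EDTA, TCEP. Compounds added before peptide; binding 20 min at RT.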
p53 reactivation – re-activators of mutant p53; H1299 p53-A138V BP100-luciferase reporter, luminescence, 24 h; Potency, µM (top dose mostly 92.2 µM), inactives show at the top dose activity change, positive = activation, hits mostly activators; 0.063% of 320,000 active; also: potency is read from the fitted curve at half-maximal effect; % of control where 0% means no effect; nearly all actives have a fitted effect of over 45% in size
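H1299 (p53-null), stable ts p53-A138V + BP100-Luc; 1000 cells/well, Opti-MEM/10% FBS; cpd 4 pt, 1:5; 24 h, 37 deg C, 5% CO2; detection reagent 10 min RT; luminescence.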
a7 integrin act – integrin-mediated muscular dystrophy alleviation activation; 0.064% of 350,000 active; alpha7betagal myoblasts, beta-gal FDG fluorescence, 48 h; Potency, µM (series often up to 38.3 µM), for the others: at the highest dose activation, actives largely listed as activators; AID 624291;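 also: potency is read from the fitted curve at half-maximal effect; 100% = response of the positive control SU9516; nearly all actives have a fitted effect of over 60% in size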
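Alpha7betagal+/- myoblasts (passage 13) were plated 16-24 hr, then exposed to compounds (1:260 dilution of DMSO stock) for 48 hours at 37C. After MPER lysis, β-galactosidase reporter activity was read as FDG fluorescence (ex 480/em 540) after 30 minutes.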
TRPV1 ag – agonists of human vanilloid receptor 1 (TRPV1); 0.19% of 320,000 active; TRPV1-expressing cells, Fluo-8 calcium influx, agonist mode; activation, % at 8.33 µM; in the data active = activation above about 80%; inconclusive = between about 30% and that limit; also: 0% is about no effect
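Fluo-8 calcium influx in TRPV1-expressing cells, kinetic read (ex 480/em 520 nm). Compound added and read 3 min for agonist activity, followed by capsaicin at EC20 final and 2 min further read for enhancement.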
MLL CXXC-DNA inh – blocks binding of human MLL CXXC domain to DNA; Q03164; MLL-CXXC / FITC-HOXA9 DNA fluorescence polarization; Potency, µM (doses to about 115 µM), without a hit: at the top dose activity change, negative = inhibition, actives largely listed as inhibitors; 0.037% of 290,000 active; active = well fitted inhibition curve with a large enough effect in the polarisation, with a control signal flat, not every such curve was filed as active; inconclusive = small, poorly fitted or top-dose-only effect, or effect the other way, or a change in a side signal; inactive = no such curve, though single readings can be large or run the other way; the % refers to the polarisation; also: potency is read from the fitted curve at half-maximal effect
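Steps: dispense CXXC domain solution (7 uM) → pin compounds or unlabeled HOX-A9 DNA control → 5 min ambient → add FLSN-HOX-A9 solution (50 nM) → spin → 30 min ambient → fluorescence polarization. Tris pH 7.5/NaCl/DTT/BSA buffer.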
B2AR arrestin – recruits beta-arrestin to the human beta2-adrenergic receptor; beta-arrestin recruitment to beta2AR, cell-based reporter; Potency, µM (titrated, usually from 46.1 µM), inactives show at the top dose activation, actives largely listed as activators; 0.02% of 330,000 active; AID 492947;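 also: potency is read from the fitted curve at half-maximal effect; 0% = DMSO controls and full agonism = EC100 isoproterenol or metaproterenol; nearly all actives have a fitted effect of over 65% in size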
Target sequence (P07550 whole entry, looked up): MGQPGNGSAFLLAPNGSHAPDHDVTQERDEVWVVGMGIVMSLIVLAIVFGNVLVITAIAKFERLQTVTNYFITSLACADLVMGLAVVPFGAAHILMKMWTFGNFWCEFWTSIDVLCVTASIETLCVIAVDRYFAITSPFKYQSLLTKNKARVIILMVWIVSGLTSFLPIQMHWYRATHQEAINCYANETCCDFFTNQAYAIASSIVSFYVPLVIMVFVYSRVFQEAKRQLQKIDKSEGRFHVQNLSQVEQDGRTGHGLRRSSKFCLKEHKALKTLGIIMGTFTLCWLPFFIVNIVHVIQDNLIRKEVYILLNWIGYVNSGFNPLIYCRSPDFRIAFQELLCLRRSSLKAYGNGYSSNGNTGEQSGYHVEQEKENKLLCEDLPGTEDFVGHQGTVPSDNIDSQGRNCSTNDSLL
TCR activator – activators of T cell receptors; primary human leukocytes, anti-CD3, IL-2 HTRF, 48 h; Potency, µM (series often up to 9.22 µM), for inactives: at the top dose activation of IL-2 secretion, most hits filed as activators; 330,000 tested, under 10 active; AID 504894; also: % of control where 0% means no effect
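Primary human leukocytes receive a-CD3 beads and test compound and are incubated 48 hr. Secreted IL-2 is then assayed by HTRF, measuring 665nm acceptor emission after 320nm excitation of the europium donor.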
* marks the source's active call; other numbers are inactive results; ? = inconclusive; nt = not tested or not shown; & = joins results of further samples; [ ] = another dose, or the depositor's remark. Unless noted, calls follow the shape of the dose curve; as a rule, active = well fitted curve in the direction sought with a large enough effect; inconclusive = small, poorly fitted or top-dose-only effect, or another doubt; inactive = no such curve, though single readings can be large; an effect the other way counts as inactive or inconclusive. Compounds as they come; 3.8% or so of the library scored in one or more.

mol	B2AR arrestin	AT treatment	ELG1 DNA repair	TSG101-PTAP inh	MLL CXXC-DNA inh	p53 reactivation	TCR activator	BRCA1 expr act	TRPV1 ag	a7 integrin act
Cc1sc2ncnc(N3CCN(CCOc4ccc(Cl)cc4)CC3)c2c1C	0.1%	0%	?	-7%	3%	-4%	0%	-58%	5	-46%[inhibitor]
CC(C)C(=O)Nc1nnc(S(=O)(=O)N2c3ccccc3CC2C)s1 (stereo not given)	0.6%	3%	-1%	-3%	-2%	13%	-4%	-7%	-3	-6%
CCn1cc(C(=O)N(C)c2ccccc2F)c2cc(OC)c(OC)cc2c1=O	-0.7%	-7%	-26%	-6%	-11%	8%	-3%	-10%	6	?
Cc1cccc(-c2nnc(NC(=O)c3cccs3)s2)c1	1.9%	-3%	?	-3%	3%	27%	2%	-25%	-9	3%
CC(C)N(Cc1cn(C)nc1-c1cccc(Cl)c1)CC1CCC(=O)N1 (stereo not given)	-0.8%	1%	2%	-3%	1%	-3%	-5%	7%	-2	13%
Cc1ccc(-c2nc(CS(=O)CC(=O)NCCN(CC(C)C)CC(C)C)c(C)o2)cc1 (stereo not given)	-0.8%	nt	-2%	-4%	-5%	-16%	-2%	1%[1.84 µM]	-3	-20%
c1ccc(-c2nc(C3CCCCC3)c3sccc3n2)cc1	nt	nt	nt	-7%	nt	nt	-3%	0%	nt	-7%
Cc1ccc2nc(-c3ccccc3)cc(C(=O)Nc3cccnc3)c2c1	0.0%	9%	-14%	0%	nt	4%	2%	-8%	21	6%
O=C(OCC(=O)N(CCc1ccccc1)Cc1ccccc1)c1ccc(F)c(S(=O)(=O)N2CCOCC2)c1	nt	nt	nt	-2%	nt	nt	-7%	-42%	nt	-13%
CC(NC(=O)CSc1nc2sc3c(c2c(=O)n1-c1ccccc1)CCCC3)c1ccccc1 (stereo not given)	-1.0%	-2%	?	-2%	3%	-10%	2%[46.1 µM]	-42%	24	26%
Cc1[nH]c2ccccc2c1Cc1nnc(SCCC#N)o1	-0.3%	4%	-8%	-1%	-3%	-12%	14%[46.1 µM]	-31%	6	-17%
CCC(=O)N1CCc2cc(Br)cc(S(=O)(=O)Nc3c(C)n(C)n(-c4ccccc4)c3=O)c21	-0.2%	-1%	14%	nt	2%	0%	nt	nt	0	nt
CCOc1cc(C(=O)OCC(=O)NC(C)c2ccccc2)ccc1OCC(=O)N1CCOCC1 (stereo not given)	0.1%	-6%	-2%	4%	-15%	2%	6%	-6%	0	4%
CSc1ncccc1C(=O)OCC(=O)NC1CCCC1	-1.4%	14%	?	-4%	nt	-5%	0%	-19%	-2	27%
CC(C)N(Cc1nc(-c2ccccc2)no1)C(=O)CN1C(=O)c2ccccc2C1=O	-0.7%	1%	-19%	nt	3%	-10%	-2%[46.1 µM]	-5%	4	-14%
COC(=O)[C@@]12CCCCN1[C@H](c1ccc(-c3ccccc3)cc1)[C@@H]1C(=O)N(C)C(=O)[C@@H]12	-0.2%	3%	-2%	-5%	nt	-7%	-4%	-68%	6	-11%
Cc1cccc(C)c1NC(=S)N/N=C/c1ccc(C(=O)O)cc1	0.3%	-2%	10%	-2%	29%	3%	-4%	-13%	-5	-11%
CC(C)(C)Oc1ncc(Br)c(OC(C)(C)C)n1	nt	nt	nt	-3%	-1%	nt	5%	-2%	2	-9%
CC1(C)C(c2cccs2)=[N+]([O-])C2(CCCCC/C2=N\NC(N)=S)N1O (stereo not given)	?	-3%	?	-2%	-10%	1%	-5%	12%	1	4%
CC(C)C(=O)N(Cc1ccccc1)S(=O)(=O)c1ccc2c(c1)oc(=O)n2C	-0.2%	2%	12%	10%	85%[activator]	3%	-4%	-42%	13	-6%
O=C(O)c1ccccc1NS(=O)(=O)c1ccc2c3c(cccc13)C(=O)N2	0.0%	0%	0%	-4%	-22%	3%	-3%	5%	1	-16%
COC(=O)c1sccc1NC(=O)NC1CCCCC1	-0.3%	2%	?	-5%	3%	6%	-8%	28%	?	5%
Cc1ccc(S(=O)(=O)CCC(=O)OCC(=O)c2c(N)n(CC(C)C)c(=O)n(C)c2=O)cc1	-0.1%	14%	-9%	-1%	-4%	-34%[inhibitor]	2%	-5%	0	-45%[inhibitor]
Cc1cc(=O)[nH]c2nnnn12	0.4%	3%	-5%	-6%	-1%	1%	3%	3%	-1	-9%
COc1ccc2c(c1)N(C)/C(=C1/SC(=NCc3ccccc3)N(c3ccccc3)C1=O)S2	0.1%	3%	-1%	0%	44%[activator]	2%	-25%	2%	1	6%
Cc1nc2ccccc2n1CCc1ccccc1	0.1%	4%[11.5 µM]	13%	-1%	-11%	3%	0%	3%	19	2%
COc1cc(CNC(C)(C)CO)cc(Br)c1OCc1ccc(Cl)cc1	-0.3%	-4%	4%	0%	1%	2%	-5%[46.1 µM]	-83%	4	-45%[inhibitor]
Cc1ccc(S(=O)(=O)CC(=O)Nc2nc(-c3ccccc3)cs2)cc1	-0.5%	-1%	?	-5%	-2%	3%	-6%	11%	-1	10%
COc1ccc(C(=O)CN2C(=O)NC(C)(c3ccccc3)C2=O)cc1OC (stereo not given)	0.1%	-1%	-1%	-1%	-1%	-11%	-3%	2%	-3	-1%
CC(Oc1ccccc1)C(=O)N1CCN(c2ccc(N3CCOCC3)nn2)CC1 (stereo not given)	0.1%	5%	19%	0%	nt	0%	4%	0%	-2	9%
CCn1c(SCC(=O)Nc2ccc3[nH]c(=O)[nH]c3c2)nnc1-c1ccccc1	0.2%	10%	-4%	-3%	1%	7%	1%	5%	2	18%
O=C(NCCc1cccs1)C1CC(c2cccc(F)c2)=NO1 (stereo not given)	-0.4%	40µM*	?	-7%	11%	-2%	-3%	9%	0	13%
COCCCn1c(=O)c2sccc2n2c(CCCC(=O)NCc3ccccc3)nnc12	-0.2%	2%	0%	-5%	14%	3%	6%	0%	1	2%
CCCOc1ccc(C(C)=O)cc1CSCCC#N	0.0%	1%	4%	-11%	1%	6%	0%[46.1 µM]	-2%	1	-6%
Cc1cc(C)c2c(=O)[nH]c(SCc3ccc([N+](=O)[O-])cc3)nc2n1	0.2%	6%	-5%	-5%	6%	16%	-1%	-19%	-8	7%
COc1ccc(CCN2C(=O)c3[nH]nc(-c4ccccc4O)c3C2c2ccc(C)cc2)cc1OC (stereo not given)	-0.6%	5%	?	-2%	11%	-34%[inhibitor]	-9%	-87%	-10	20%
Cc1cccc(NC(=O)COc2ccc3c(c2)CCC3)n1	0.1%	5%	?	-8%	nt	20%	1%	19%	?	4%
COc1ccc(/C=C/C(=O)Nc2ccccc2Cl)cc1S(=O)(=O)N1CCOCC1	-0.5%	6%	-13%	-4%	-20%	-1%	-4%	22%	0	-27%
CCOc1ccc2c(c1)[N+](C)(C)C(C)(C)C=C2C	-0.4%	-4%	-9%	0%	4%	-4%	7%	-37%	-4	-44%[inhibitor]
COc1ccc(S(=O)(=O)N(C)c2ccc(C(=O)N3CCOCC3)cc2)cc1	-0.3%	-2%	1%	-8%	-3%	-13%	1%	1%	4	-2%
CC(NC(=O)c1ccc(N2CCCC2)c([N+](=O)[O-])c1)c1ccc(S(N)(=O)=O)cc1 (stereo not given)	-0.2%	16%	-3%	3%	11%	-6%	3%	6%	-1	0%
COc1cc(CCC(=O)OCC(=O)Nc2c(Cl)cccc2Cl)cc(OC)c1OC	-0.6%	9%	2%	2%	-6%	-1%	0%	4%	0	27%
CSc1ccccc1NC(=O)CN(C)CC(=O)Nc1ccc(Cl)cc1F	0.0%	28%	?	1%	-8%	-23%	-1%[46.1 µM]	-9%	-6	?
Fc1ccc2c(c1)C1C=CCC1C(c1cc3c(cc1Br)OCO3)N2 (stereo not given)	-0.5%	10%	7%	-2%	3%	1%	3%	-55%	2	-35%[inhibitor]
Cc1cc(C)c(NC(=O)Cn2nnc(C(=O)NCc3ccc4c(c3)OCO4)c2N)c(C)c1	-0.2%	2%	?	-4%	14%	4%	-6%	-1%	-2	3%
CCCN1CCN(CCCNC(=O)C(CC)n2nc(C)n3c(cc4occc43)c2=O)CC1 (stereo not given)	0.1%	-1%	2%	-2%	-1%	-2%	-2%	5%&16%	-3	0%
CNS(=O)(=O)c1ccc(NC(=O)c2nc3nc(C)cc(C(F)F)n3n2)cc1	0.3%	5%	0%	nt	-4%	5%	nt	17%	-1	nt
COCCNC(=O)c1cccc(C)c1[N+](=O)[O-]	-0.2%	-1%	?	-6%	11%	0%	-3%[46.1 µM]	-9%	3	-1%

From PubChem
